High-throughput results from PubChem BioAssay.
MITF inh: blocks human microphthalmia-associated transcription factor. AlphaScreen MITF homodimerization, bead proximity signal. inhibition, % at 2.6 µM. 0.91% of 650,000 active; in the data active means inhibition above about 50%;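 further: 0% = vehicle wells with protein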
Target sequence (O75030 whole entry, looked up): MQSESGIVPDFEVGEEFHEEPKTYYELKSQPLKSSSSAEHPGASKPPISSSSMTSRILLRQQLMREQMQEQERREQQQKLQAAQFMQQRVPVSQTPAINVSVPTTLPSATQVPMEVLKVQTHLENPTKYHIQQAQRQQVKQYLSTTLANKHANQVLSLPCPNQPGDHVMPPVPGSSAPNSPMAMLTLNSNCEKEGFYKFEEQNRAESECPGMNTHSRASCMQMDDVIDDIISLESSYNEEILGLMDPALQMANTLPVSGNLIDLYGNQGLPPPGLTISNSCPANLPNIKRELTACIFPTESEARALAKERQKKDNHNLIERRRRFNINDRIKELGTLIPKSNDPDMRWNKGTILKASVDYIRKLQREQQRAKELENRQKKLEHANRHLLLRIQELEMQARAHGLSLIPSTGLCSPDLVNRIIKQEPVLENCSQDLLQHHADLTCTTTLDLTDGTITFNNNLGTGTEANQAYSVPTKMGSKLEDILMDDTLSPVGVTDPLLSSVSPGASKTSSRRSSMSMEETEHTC
FBW7 act: human FBW7 E3 ligase activation, primary screen. normalized activity (activation), % at 26.1 µM. AlphaScreen FBW7–phospho-cyclin E peptide binding, activator screen. 0.13% of 650,000 active. Q969H0; in the data active means normalized activity above about 1.9%;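 further: purified mutant Fbw7 with reduced substrate affinity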
GPR151 activ: activators of human GPR151; Q8TDV0; PathHunter beta-arrestin GPR151 cells, luminescence; activation, % at 11.2 µM; 1% of 650,000 active; AID 1508602; in the data active means activation above about 4.9%;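 further: 0% = median of compound wells and 100% = cells with positive control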
Target sequence (Q8TDV0 whole entry, looked up): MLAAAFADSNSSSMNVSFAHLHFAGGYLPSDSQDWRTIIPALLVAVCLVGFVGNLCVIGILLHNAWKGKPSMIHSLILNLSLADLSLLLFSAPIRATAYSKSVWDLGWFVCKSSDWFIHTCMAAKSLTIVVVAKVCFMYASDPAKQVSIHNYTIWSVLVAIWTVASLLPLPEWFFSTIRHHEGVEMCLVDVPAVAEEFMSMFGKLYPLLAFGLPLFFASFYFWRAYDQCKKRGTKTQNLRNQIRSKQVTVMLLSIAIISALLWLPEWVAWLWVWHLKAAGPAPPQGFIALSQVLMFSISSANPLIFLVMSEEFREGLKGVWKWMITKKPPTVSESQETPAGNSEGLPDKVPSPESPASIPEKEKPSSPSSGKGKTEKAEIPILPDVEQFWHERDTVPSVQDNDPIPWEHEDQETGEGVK
TEAD-YAP inh: TEAD-YAP interaction inhibition | HEK-TIYL cells, TEAD-Gal4/YAP UAS-luciferase luminescence | inhibition, % at 9.12 µM | 1.4% of 640,000 active | AID 1259422; in the data active means inhibition above about 32%;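 further: 0% = median of test compound wells and 100% = reference inhibitor wells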
Numbers without * were called inactive. Compounds as they come. Share with any hit: about 3.4%.

SMILES	MITF inh	FBW7 act	GPR151 activ	TEAD-YAP inh
CC1=C(c2ccc(Cl)cc2)C(N)=Nc2ccccc2N1	3	-0.2	-1.4	-55
CCCCCOC(=O)c1ccc(N2C(=O)c3ccccc3C2=O)cc1	5	0.1	0.0	0
CCN(CC)c1ccc(N2CCN(S(=O)(=O)c3ccc4ccccc4c3)CC2)nn1	11	-0.1	0.4	15
CCC(=O)Nc1ccccc1N1CCN(c2ccc(F)cc2)CC1	-2	0.3	-0.3	1
COC(=O)c1ccccc1NC(=O)NCC1CCCO1 (configuration not stated)	-18	-0.1	1.7	-9
CC(C)(C)OC(=O)N/N=C/c1ccc(N2CCOCC2)s1	-9	0.1	1.4	-12
O=C(O)/C=C/C(=O)NCCC(c1ccccc1)c1ccccc1	15	0.7	0.3	-3
COc1cc(/C=C2/C(=O)NN(c3cccc(Cl)c3)C2=O)cc(OC)c1O	-1	0.1	0.2	-10
COc1ccc(C(=O)N2CCC(O)(c3ccc(F)cc3)CC2)cc1OC	-2	0.1	-0.2	-4
Cc1ccc(Cc2nc(-c3cccc([N+](=O)[O-])c3)no2)cc1	8	-0.1	-1.2	0
CC(=O)c1ccc(NC(=O)c2ccc(C)cc2Cl)cc1	-4	-0.1	-0.8	-70
Cc1oc2ccc(NS(=O)(=O)c3cc(Cl)ccc3Cl)cc2c1C(=O)OC(C)C	-10	-0.1	0.6	0
Cc1cc(NCCCN2CCOCC2)n2nc(C)c(-c3ccccc3)c2n1	14	0.1	0.1	1
O=C(O)c1[nH]ncc1I	7	0.0	-0.8	-8
Cc1ncc(CSc2nnnn2-c2ccccc2)c(N)n1	15	-0.1	-1.3	0
CC1=C(C(=O)OCc2ccccc2)C(c2ccccc2OC(C)C)NC(=O)N1 (configuration not stated)	-6	-0.1	-1.3	-6
Cc1cc(C)nc(N2CCC(CNC(=O)C3CCCCC3)CC2)n1	7	0.0	0.3	2
COc1cccc(-c2noc(-c3ccccc3Cl)n2)c1	-8	-0.1	-3.0	-53
COc1cccc(S(=O)(=O)N(CCN(C)C)C2CCN(c3nc(C)cc(C)n3)CC2)c1	18	0.1	-0.7	5
COc1cccc(OC)c1NC(=O)C(=O)Nc1c(C(N)=O)nnn1Cc1ccc(F)cc1	1	-0.1	-0.5	-9
O=C(O)c1ccc(CNCCC2=CCCCC2)s1	-1	0.1	1.9	4
Cc1ccc(C(=O)N2CCC(C(=O)NC(c3ccc(F)cc3)c3ccccn3)CC2)cc1 (configuration not stated)	7	-0.4	-0.5	12
COc1ccc(-c2cc(C(=O)N/N=C/c3ccc(O)cc3O)[nH]n2)cc1	3	-0.6	-0.8	12
C=C(C)Cn1c(=O)c2c(nc3n2CC(C)CN3C2CCCCC2)n(C)c1=O (configuration not stated)	10	-0.2	1.0	4
CC(C)C(=O)NC1CCCCCC1	16	0.5	1.5	-5
CCOC(=O)CSC1=C(C#N)C(c2ccc(O)c(OC)c2)CC(=O)N1 (configuration not stated)	1	-0.1	-0.8	4
Cc1ccc(NC(=O)c2ccc(NC(=O)c3c(-c4ccccc4Cl)noc3C)cc2)cc1	-3	0.2	-0.3	4
N#Cc1cc2cc3c(cc2nc1SCC(=O)N1CCCCCC1)OCO3	9	-0.3	1.0	-8
CN1C(=O)CC(CC(=O)N2CC3CCC2C3)(c2ccccc2Cl)C1=O (configuration not stated)	-16	0.1	-0.2	1
O=C(Nc1nc2c(s1)CCCC2C(=O)NCc1ccccn1)c1ccc(Cl)cc1 (configuration not stated)	3	-0.1	0.8	-14
CCOC(=O)c1ccc2ncc(C(=O)OCC)c(Nc3ccc(F)cc3)c2c1	12	-0.1	0.1	-8
CN(C)c1nc2ccc(O)cc2s1	3	0.2	0.0	-7
O=C(/C=C/c1ccc(F)cc1)NC(=S)NNC(=O)c1cccnc1	14	-0.6	-0.1	-20
COCCCN1C(=O)/C(=C\c2ccco2)C(C(=O)OC)=C1C	21	0.1	0.2	-7
CC(C)(C)C1CCc2sc(C(=O)O)cc2C1 (configuration not stated)	-10	-0.1	0.4	0
Oc1oc(-c2ccccc2)nc1C=Nc1ccc(Br)cn1	4	0.2	-1.1	-12
CC1=CC(C)(C)N(S(=O)(=O)c2ccc(Cl)cc2)c2c(C)cc(C)cc21	-4	-0.2	-0.4	-6
COC(=O)Nc1ccc(SCc2ccc(Cl)cc2Cl)cc1	14	0.6	-1.6	7
COc1ccccc1C(=O)N(c1cccc(C(F)(F)F)c1)S(=O)(=O)c1ccc(Cl)cc1	-5	0.0	0.3	7
NC(=O)Nc1ccc(C(=O)OCC(=O)NC2CCCCC2)cc1	6	0.4	-0.7	34*
COc1c(Cl)cc(Cl)cc1C1C2=C(CC(C)(C)CC2=O)Nc2ccccc2N1C(=O)C(F)(F)F (configuration not stated)	-7	-0.1	0.3	10
CC1CCC(NC(=O)C2CCC(CNc3c(N4CCOCC4)c(=O)c3=O)CC2)CC1 (configuration not stated)	-1	0.7	-0.2	12
CCC(=O)c1ccccc1OCCCN1C(=O)NC(C)(C)C1=O	-1	0.1	0.8	-6
O/N=C/C(=N/O)c1ccc(Br)cc1	12	0.9	-0.7	1
Cc1ccc(-n2cc(CN3CCN4C(=O)[C@H](Cc5cnc[nH]5)NC(=O)[C@H]4C3)cn2)cc1	-10	-0.1	0.1	-13
Cc1cccc(/C=C2\N=C(c3cccc(C)c3)OC2=O)c1	2	0.0	0.8	-26
CC1=CC=CN2C(C)=NC(C(F)(F)F)(C(F)(F)F)N=C12	8	-0.1	1.0	9
COc1ccc(NC(=O)/C(=C\c2cccc([N+](=O)[O-])c2)NC(=O)c2ccccc2Cl)cc1	3	0.0	0.7	3
CNC(=O)Cn1c(-c2cccs2)cc2ccccc21	9	-0.1	0.4	-4
Cc1cc(-c2ccnc3ncnn23)c(C)s1	13	0.1	-1.3	4

(further entries)
SMILES	MITF inh	FBW7 act	GPR151 activ	TEAD-YAP inh
COc1ccc(/C=N/OCc2nnc(-c3cccc([N+](=O)[O-])c3)o2)cc1	6	-0.2	0.1	-5
Nc1nc(SCC(=O)NC2CCCCC2)[nH]c(=O)c1NC(=O)c1ccc(F)cc1	2	-0.1	0.1	4
Cc1ccc(NS(=O)(=O)c2ccccc2C#N)c(C)c1	10	0.5	-1.9	7
CC(=O)NC1(c2ccccc2F)CCN(CC(=O)N2CCc3ccccc32)CC1	6	0.1	0.2	2
Cc1ccccc1CN1CCN(CC(=O)NCc2ccco2)C1=O	-3	0.1	-0.1	5
COC(=O)C1=c2s/c(=C/c3ccccc3F)c(=O)n2C(N)=C(C#N)C1c1ccccc1F (configuration not stated)	3	-0.1	0.7	0
CCCCC1CC(C)(c2csc(Nc3ccccc3Cl)n2)OC1=O (configuration not stated)	-1	0.3	-1.2	-4
COCCNc1ccnc2c(-c3ccc(CCC(=O)O)cc3)cnn12	15	-0.5	-3.0	50*
Cc1ccc(N2C(=O)/C(=C/c3cc(C)n(C)c3C)C(=O)NC2=S)cc1	-10	-0.1	-0.4	5
Cc1ccc(NC(=O)N[C@H]2C[C@H]3C(=O)N[C@@H](CC(C)C)C(=O)N3C2)cc1C	8	0.0	-1.8	-7
Cc1cc(C)n(-c2nnc(C)n2/N=C/c2ccc3ccccc3c2)n1	25	-0.1	-0.1	-8
CC(C)Oc1ccc(C(=O)NCC2COC3(CCCC3)O2)cc1 (configuration not stated)	-8	-0.3	-0.4	-19
O=C1CSC(=O)N1Cc1ccc2ccccc2c1	-8	0.1	1.1	6
CC12CC3CC(C)(C1)CC(C(=O)N1CCOCC1)(C3)C2	16	0.1	0.1	-1
Cc1cc(C)cc(OCC(O)CNC(C)(C)C)c1 (configuration not stated)	5	0.2	-1.0	8
CCCCN1CC(c2nc3ccccc3n2CCC)CC1=O (configuration not stated)	-3	-0.1	-0.4	6
O=C(COC(=O)c1ccco1)Nc1nc2c(F)c(F)c(F)cc2s1	21	0.3	-0.7	-1
O=c1/c(=C\c2ccc(Br)cc2)sc2n1C(c1ccccc1)C(c1ccccc1)=NN=2 (configuration not stated)	18	0.2	-1.3	-15
O=C(COC(=O)c1ccc(Cl)cc1Cl)c1ccc(NC(=O)c2ccccc2)cc1	19	0.1	-0.8	9
O=C(c1cccc2ccccc12)N(Cc1ccc(Cl)cc1)C1CCS(=O)(=O)C1 (configuration not stated)	-3	-0.1	-0.5	-7
COc1ccc(C(=O)N2CCN(Cc3cc(OC)c(OC)c(OC)c3)CC2)cc1OC	32	-0.2	-0.4	-2
O=C(NCc1ccc(F)cc1)c1ccc2nc(-c3cccs3)c(-c3cccs3)nc2c1	2	-0.1	4.9*	11
Cc1cc(C(=O)COC(=O)/C=C/c2ccc3c(c2)OCO3)c(C)n1C1CC1	2	-0.1	-1.3	9
O=C1NC(=S)N(c2ccccc2)C(=O)/C1=C/c1cccs1	17	-0.1	0.1	-3
COc1ccc(C(=O)Oc2ccccc2NC2=NS(=O)(=O)c3ccccc32)cc1OC	12	-0.1	0.7	-9
CCCCOC(=O)c1ccc(NC(=O)C(CCS(C)(=O)=O)NC(C)=O)cc1 (configuration not stated)	2	0.5	-0.3	3
COc1ccc(C2=NN(S(=O)(=O)c3ccccc3)C(c3cccc(OC)c3OC)C2)cc1OC (configuration not stated)	14	0.2	-1.1	-5
CCC(=O)Nc1sc2c(c1C(=O)Nc1ccccc1Cl)CCC(C(C)(C)C)C2 (configuration not stated)	-5	0.0	-0.5	-7
O=C(Nc1nccs1)C12CC3CC(C1)CC(C(=O)Nc1nccs1)(C3)C2	21	0.6	1.3	13
O=C(CCc1nnc2ccc(N3CCCC3)nn12)NCCCN1CCCC1	0	-0.1	-0.6	-6
CCOC(=O)c1c(NC(C)=O)sc2c(N(C(C)=O)C(C)=O)cccc12	-11	-0.6	0.2	-2
NC(=O)CSc1nnc(-c2cccc(S(=O)(=O)N3CCOCC3)c2)o1	13	0.0	-1.4	2

Another view of 16 compounds above.
Values run as follows: MITF inh | FBW7 act | GPR151 activ | TEAD-YAP inh
> O=C(COC(=O)c1ccco1)Nc1nc2c(F)c(F)c(F)cc2s1
  21 | 0.3 | -0.7 | -1
> O=c1/c(=C\c2ccc(Br)cc2)sc2n1C(c1ccccc1)C(c1ccccc1)=NN=2 (configuration not stated)
  18 | 0.2 | -1.3 | -15
> O=C(COC(=O)c1ccc(Cl)cc1Cl)c1ccc(NC(=O)c2ccccc2)cc1
  19 | 0.1 | -0.8 | 9
> O=C(c1cccc2ccccc12)N(Cc1ccc(Cl)cc1)C1CCS(=O)(=O)C1 (configuration not stated)
  -3 | -0.1 | -0.5 | -7
> COc1ccc(C(=O)N2CCN(Cc3cc(OC)c(OC)c(OC)c3)CC2)cc1OC
  32 | -0.2 | -0.4 | -2
> O=C(NCc1ccc(F)cc1)c1ccc2nc(-c3cccs3)c(-c3cccs3)nc2c1
  2 | -0.1 | 4.9* | 11
> Cc1cc(C(=O)COC(=O)/C=C/c2ccc3c(c2)OCO3)c(C)n1C1CC1
  2 | -0.1 | -1.3 | 9
> O=C1NC(=S)N(c2ccccc2)C(=O)/C1=C/c1cccs1
  17 | -0.1 | 0.1 | -3
> COc1ccc(C(=O)Oc2ccccc2NC2=NS(=O)(=O)c3ccccc32)cc1OC
  12 | -0.1 | 0.7 | -9
> CCCCOC(=O)c1ccc(NC(=O)C(CCS(C)(=O)=O)NC(C)=O)cc1 (configuration not stated)
  2 | 0.5 | -0.3 | 3
> COc1ccc(C2=NN(S(=O)(=O)c3ccccc3)C(c3cccc(OC)c3OC)C2)cc1OC (configuration not stated)
  14 | 0.2 | -1.1 | -5
> CCC(=O)Nc1sc2c(c1C(=O)Nc1ccccc1Cl)CCC(C(C)(C)C)C2 (configuration not stated)
  -5 | 0.0 | -0.5 | -7
> O=C(Nc1nccs1)C12CC3CC(C1)CC(C(=O)Nc1nccs1)(C3)C2
  21 | 0.6 | 1.3 | 13
> O=C(CCc1nnc2ccc(N3CCCC3)nn12)NCCCN1CCCC1
  0 | -0.1 | -0.6 | -6
> CCOC(=O)c1c(NC(C)=O)sc2c(N(C(C)=O)C(C)=O)cccc12
  -11 | -0.6 | 0.2 | -2
> NC(=O)CSc1nnc(-c2cccc(S(=O)(=O)N3CCOCC3)c2)o1
  13 | 0.0 | -1.4 | 2
